Assay outcomes deposited in PubChem BioAssay by several laboratories.
aSyn UTR inh – 5' untranslated region of α-synuclein, MLPCN primary screen | alpha-synuclein 5'UTR reporter, inhibitor activity | inhibition, % (tested at 7.5 µM) | 300,000 tested, 0.82% active; in the data active = inhibition above about 60%; inconclusive = no clear call, values can overlap the other calls;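 also: H4 neuroglioblastoma cells stably carrying SNCA 5'UTR luciferase fusion; 0% = DMSO wells and 100% = positive control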
KLF5 inh – kruppel-like factor 5 inhibition | DLD-1 KLF5 promoter-luciferase reporter, luminescence | inhibition, % at 5 µM | 290,000 tested, 0.23% active;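 active = inhibition above a per-plate limit of that plate's mean compound inhibition plus 3 SD, cut at about 60% in these data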;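 also: 0% = DMSO wells and 100% = LY294002 at 200 µM; higher means less KLF5 promoter-driven luciferase light; inactives centre near -14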
HIF act – HIF pathway transcriptional activation; U2OS HRE-luciferase reporter, luminescence; normalized: DMSO 0%, desferrioxamine 100%; activation, % at 7.5 µM (by protocol); 300,000 tested, 0.32% active;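 active = mean activation of at least 10% of the iron chelator positive control signal, with at least half of replicates also reaching 10%; inconclusive = mean and replicate majority disagree about reaching 10%; inactive = mean and most replicates under 10%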
IEC-6 tox – IEC-6 cytotoxicity, counter-screen for KLF5 inhibitors. luminescence viability. inhibition, % at 5 µM. 290,000 tested, 0.78% active. AID 1825; in the data active = inhibition above about 22%;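 also: 0% = plate median of test compound wells and 100% = cytotoxic reference compound wells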
HSP90 refold inh – blocks HSP90-mediated luciferase refolding in reticulocyte lysate; 290,000 tested, 0.91% active; Rabbit reticulocyte lysate, luciferase refolding luminescence, 3 h; inhibition, % at 5.6 µM;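 active = inhibition above the screen-wide mean plus 3 SD, computed separately per campaign, cut at about 16% in these data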;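 also: 0% = DMSO wells and 100% = 60 µM geldanamycin wells; inhibitors lower the luminescence because luciferase stays unfolded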
Platelet DG rel – modulates dense granule release in human platelets; 300,000 tested, 0.22% active; human platelet-rich plasma, SFLLRN dense granule ATP release, luminescence; inhibition, %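 (compounds screened at 7.5 µM in platelet-rich plasma)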;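 active = mean replicate score, as percent of positive control, at or above 50; inconclusive = mean below 50 but at least one replicate at or above 50; inactive = mean and every replicate below 50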
HDAC3 inh – human HDAC3 inhibition; O15379; recombinant HDAC3, fluorogenic peptide/trypsin coupled, fluorescence; inhibition, % at 8.3 µM; 320,000 tested, 0.15% active; AID 2718; in the data active = inhibition above about 26%, passing the limit was not always enough; inconclusive = no clear call, values can overlap the other calls
Target sequence (O15379 whole entry, looked up): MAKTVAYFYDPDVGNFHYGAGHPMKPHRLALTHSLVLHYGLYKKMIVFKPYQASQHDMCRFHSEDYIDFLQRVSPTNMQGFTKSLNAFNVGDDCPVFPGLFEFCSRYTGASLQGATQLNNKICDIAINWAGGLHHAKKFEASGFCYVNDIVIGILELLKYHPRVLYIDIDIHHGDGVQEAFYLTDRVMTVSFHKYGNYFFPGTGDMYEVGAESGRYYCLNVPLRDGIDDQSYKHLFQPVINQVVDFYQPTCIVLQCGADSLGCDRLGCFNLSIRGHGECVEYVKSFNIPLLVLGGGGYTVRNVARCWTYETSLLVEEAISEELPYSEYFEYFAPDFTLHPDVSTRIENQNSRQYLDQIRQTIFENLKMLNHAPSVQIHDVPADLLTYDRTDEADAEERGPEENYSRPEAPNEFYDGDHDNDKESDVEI
AI-2 QS modul – Vibrio harveyi AI-2 quorum sensing modulation; Vibrio harveyi JMH597 AI-2 luminescence/OD600 ratio, 9 h; hits give low values; strain lacks LuxN and CqsS sensors; 0 = neutral-control median; activity change, % at 7.5 µM; AID 2094; 300,000 tested, 0.4% active; in the data active = activity change below about -75%, passing the limit was not always enough; inconclusive = no clear call, values can overlap the other calls;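 also: luminescence divided by OD600 gain over 9 h not by final OD600 alone; inactives centre near 13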
HSF1 inhib – HSF1 inhibition; NIH3T3-HGL HSE-luciferase, MG132-induced, luminescence 8 h; hits give low values; activity change, negative = inhibition, % at 7.5 µM (by protocol); 300,000 tested, 0.77% active; AID 2098;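 active = more than half of replicate wells show activity change below -50%, luminescence cut by over half; inconclusive = some wells, but at most half, below -50%; inactive = no replicate well below -50%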;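 also: luciferase reports HSF-1 transcriptional activity via heat shock element; 0% = median of DMSO wells and -100% = zero luminescence signal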
HSF-1 act – increases HSF-1 driven luciferase reporter signal. AID 504408. 300,000 tested, 1.7% active. activation, % at 9 µM. NIH3T3-HGL HSF-1 luciferase reporter, MG132, 8 h; 100% = twice DMSO control signal;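 active = mean replicate activation of at least 50% with a set share of replicates each reaching 50%; inconclusive = only one of those two conditions met; inactive = mean below 50% and too few replicates reaching it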;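 also: 0% = median of the neutral control wells and 100% = twice that signal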
Numbers without * were called inactive.

Results for CCCOc1ccc(C(=O)NC(=S)NNC(=O)c2c(-c3ccccc3)noc2C)cc1 ?
aSyn UTR inh: 29; KLF5 inh: -38; HIF act: 0.1; IEC-6 tox: -10; HSP90 refold inh: -3; Platelet DG rel: 8; HDAC3 inh: 1; AI-2 QS modul: 37; HSF1 inhib: 1; HSF-1 act: -4

How did Cn1nnnc1SCC(=O)N1CCN(c2ccccc2)CC1 do in these assays?
aSyn UTR inh: -22; KLF5 inh: -7; HIF act: -0.1; IEC-6 tox: 1; HSP90 refold inh: 2; Platelet DG rel: -1; HDAC3 inh: -4; AI-2 QS modul: 17; HSF1 inhib: -2; HSF-1 act: 19

How did COc1ccc(Cc2nnc(SCC(=O)Nc3ncc(C)s3)o2)cc1 do in these assays?
aSyn UTR inh: 1; KLF5 inh: -35; HIF act: 0.4; IEC-6 tox: 0; HSP90 refold inh: 0; Platelet DG rel: 2; HDAC3 inh: 5; AI-2 QS modul: 11; HSF1 inhib: -5; HSF-1 act: 26

Results for CCNC(=S)N1CCN(c2cccc(C(F)(F)F)c2)CC1 ?
aSyn UTR inh: 15; KLF5 inh: -27; HIF act: 0.0; IEC-6 tox: -5; HSP90 refold inh: 1; Platelet DG rel: -7; HDAC3 inh: 0; AI-2 QS modul: 23; HSF1 inhib: -3; HSF-1 act: -6

Results for CCOc1cc(CNCc2cccs2)cc(Br)c1OCC ?
aSyn UTR inh: 1; KLF5 inh: -8; HIF act: -0.1; IEC-6 tox: 4; HSP90 refold inh: 4; Platelet DG rel: -7; HDAC3 inh: 4; AI-2 QS modul: 27; HSF1 inhib: 2; HSF-1 act: 7

What do the screens show for `COc1ccc(Cn2c(C(C)C)nc3sc4ccccc4c(=O)c3c2=O)cc1`?
aSyn UTR inh: 32; KLF5 inh: -10; HIF act: -0.8; IEC-6 tox: -3; HSP90 refold inh: 2; Platelet DG rel: -31; HDAC3 inh: -6; HSF1 inhib: 9; HSF-1 act: 4

Results for CC(C)(Oc1ccc(Cl)cc1)C(=O)NC1CC1 ?
aSyn UTR inh: 3; HIF act: 0.0; Platelet DG rel: -11; HDAC3 inh: 0; AI-2 QS modul: 3; HSF1 inhib: -3; HSF-1 act: 0

How did CCCCc1nnc(NC(=O)CCSc2ccccc2)s1 do in these assays?
aSyn UTR inh: -15; KLF5 inh: -23; HIF act: -0.2; IEC-6 tox: -1; HSP90 refold inh: 2; Platelet DG rel: 4; HDAC3 inh: -4; AI-2 QS modul: 15; HSF1 inhib: 5; HSF-1 act: 21

Results for Cc1ccccc1N1CC(C(=O)Nc2ccc(S(=O)(=O)N3CCCC3)cc2)CC1=O (centres undefined) ?
aSyn UTR inh: 6; HIF act: -0.4; HDAC3 inh: 6; AI-2 QS modul: 18; HSF1 inhib: -2; HSF-1 act: 9

How did CN(CC(=O)N1CC(=O)N(CCc2ccccc2)C(=O)C1)S(=O)(=O)c1cccc2nsnc12 do in these assays?
aSyn UTR inh: 6; KLF5 inh: 2; HIF act: 0.1; IEC-6 tox: -1; HSP90 refold inh: 1; Platelet DG rel: -2; HDAC3 inh: 4; AI-2 QS modul: 16; HSF1 inhib: -2; HSF-1 act: -10

How did CCOC(=O)N1CCN(C(=O)CN2C(=O)COc3ccc(C)cc32)CC1 do in these assays?
aSyn UTR inh: 9; KLF5 inh: -7; HIF act: -0.3; IEC-6 tox: 1; HSP90 refold inh: 2; Platelet DG rel: -3; HDAC3 inh: 3; AI-2 QS modul: 5; HSF1 inhib: -1; HSF-1 act: -11

How did Cc1cc(NC(=O)c2cncc(Br)c2)no1 do in these assays?
aSyn UTR inh: -6; KLF5 inh: -24; HIF act: 0.2; IEC-6 tox: 8; HSP90 refold inh: 1; Platelet DG rel: -1; HDAC3 inh: -2; AI-2 QS modul: 30; HSF1 inhib: -6; HSF-1 act: -10

Results for Cc1ccc(NC(=O)CN(C)C(=O)c2ccc(C(F)(F)F)cc2)cc1 ?
aSyn UTR inh: -15; KLF5 inh: -6; HIF act: 0.0; IEC-6 tox: 7; HSP90 refold inh: -1; Platelet DG rel: 1; HDAC3 inh: -4; AI-2 QS modul: 14; HSF1 inhib: 6; HSF-1 act: 13

How did Cc1oc(-c2ccccc2)nc1C(=O)OCC(=O)NC(=O)NCC(C)C do in these assays?
aSyn UTR inh: -3; KLF5 inh: -28; HIF act: 0.4; IEC-6 tox: 1; HSP90 refold inh: 2; Platelet DG rel: 1; HDAC3 inh: -6; AI-2 QS modul: 26; HSF1 inhib: 10; HSF-1 act: 21

Results for Cc1cc(Br)c2c(c1)C1(OCCO1)C(=O)N2 ?
aSyn UTR inh: 24; KLF5 inh: -24; HIF act: 2.1; IEC-6 tox: -4; HSP90 refold inh: -4; Platelet DG rel: 6; HDAC3 inh: 8; AI-2 QS modul: 25; HSF1 inhib: 4; HSF-1 act: 2

Results for Cc1ccc(S(=O)(=O)N2CCOCC2)cc1C(=O)N(C)CCOc1ccc(Cl)cc1 ?
aSyn UTR inh: -7; KLF5 inh: 10; HIF act: -0.3; IEC-6 tox: 9; HSP90 refold inh: 5; Platelet DG rel: -4; HDAC3 inh: 1; AI-2 QS modul: 12; HSF1 inhib: 2; HSF-1 act: 6

How did O=C(Nc1nc(-c2cc(Cl)sc2Cl)cs1)c1cccs1 do in these assays?
aSyn UTR inh: -158; KLF5 inh: -1; HIF act: 0.2; IEC-6 tox: 8; HSP90 refold inh: 3; Platelet DG rel: 2; HDAC3 inh: 8; AI-2 QS modul: -14; HSF1 inhib: 30; HSF-1 act: 32

How did Nc1ncnc(N(c2ccccc2)C2CCCCC2)c1[N+](=O)[O-] do in these assays?
aSyn UTR inh: 8; KLF5 inh: 13; HIF act: -0.2; IEC-6 tox: -2; HSP90 refold inh: 1; Platelet DG rel: -2; HDAC3 inh: -4; AI-2 QS modul: 9; HSF1 inhib: -28; HSF-1 act: -34

How did CCOc1ccc(OCC)c(NC(=O)CCn2cccc2)c1 do in these assays?
aSyn UTR inh: 7; KLF5 inh: -9; HIF act: -0.1; IEC-6 tox: 0; HSP90 refold inh: -3; Platelet DG rel: -2; HDAC3 inh: -3; AI-2 QS modul: 15; HSF1 inhib: -8; HSF-1 act: 8

Results for COc1ccccc1CNC(=O)c1cccc(N(C)C)c1 ?
aSyn UTR inh: -52; KLF5 inh: -33; HIF act: 0.2; IEC-6 tox: -5; HSP90 refold inh: 1; Platelet DG rel: inconclusive; HDAC3 inh: -10; AI-2 QS modul: 9; HSF1 inhib: -5; HSF-1 act: -1

What do the screens show for `COc1ccc(CN2CC(C(=O)N3CC(C)CC(C)C3)CC2=O)cc1` (centres undefined)?
aSyn UTR inh: 11; KLF5 inh: -30; HIF act: -0.5; IEC-6 tox: -11; HSP90 refold inh: 2; Platelet DG rel: -19; HDAC3 inh: 4; AI-2 QS modul: 12; HSF1 inhib: -3; HSF-1 act: -9

What do the screens show for `Cc1cc2oc(=O)cc(C)c2cc1NC(=O)CCl`?
aSyn UTR inh: -49; KLF5 inh: 6; HIF act: 0.0; IEC-6 tox: 0; HSP90 refold inh: 1; Platelet DG rel: 5; HDAC3 inh: 1; AI-2 QS modul: 25; HSF1 inhib: 3; HSF-1 act: -7

How did CC(CCc1ccccc1)NC(=O)C1CCCN(c2nnc(-n3cccc3)s2)C1 (centres undefined) do in these assays?
aSyn UTR inh: 10; KLF5 inh: 5; HIF act: 0.1; IEC-6 tox: 1; HSP90 refold inh: 1; Platelet DG rel: -29; HDAC3 inh: 6; AI-2 QS modul: -2; HSF1 inhib: 0; HSF-1 act: 2

How did O=C1CC(c2cccc([N+](=O)[O-])c2)c2cc3c(cc2N1)CCC3 (centres undefined) do in these assays?
aSyn UTR inh: 32; KLF5 inh: -19; HIF act: 1.2; IEC-6 tox: 3; HSP90 refold inh: 4; Platelet DG rel: -2; HDAC3 inh: 1; AI-2 QS modul: 2; HSF1 inhib: -1; HSF-1 act: -2

How did CCC1C(=O)N=C(SCC(=O)Nc2ccc(C)cc2)N(c2ccccc2)C1=O (centres undefined) do in these assays?
aSyn UTR inh: -13; KLF5 inh: -36; HIF act: -0.8; IEC-6 tox: -2; HSP90 refold inh: 9; Platelet DG rel: -5; HDAC3 inh: 4; AI-2 QS modul: 22; HSF1 inhib: -2; HSF-1 act: -5

Results for CN(c1ccc(OCC(=O)OCC(=O)Nc2cccc([N+](=O)[O-])c2)cc1)S(=O)(=O)c1ccc(F)cc1 ?
aSyn UTR inh: -2; KLF5 inh: 5; HIF act: 0.2; IEC-6 tox: -5; HSP90 refold inh: -2; Platelet DG rel: -3; HDAC3 inh: 2; AI-2 QS modul: 2; HSF1 inhib: -4; HSF-1 act: -17

Results for COc1ccccc1-n1c(SCC(=O)NC2CCCC2)nc2cccnc21 ?
aSyn UTR inh: 2; KLF5 inh: 11; HIF act: 0.0; IEC-6 tox: -3; HSP90 refold inh: -1; Platelet DG rel: 2; HDAC3 inh: 2; AI-2 QS modul: 9; HSF1 inhib: 17; HSF-1 act: 25

What do the screens show for `CCOc1ncccc1C(=O)NCC(c1ccccc1)N(C)C` (centres undefined)?
aSyn UTR inh: 12; KLF5 inh: -15; HIF act: -0.1; IEC-6 tox: 2; HSP90 refold inh: -3; Platelet DG rel: -2; HDAC3 inh: 0; AI-2 QS modul: 31; HSF1 inhib: -4; HSF-1 act: -5

What do the screens show for `Cc1cc2ccccc2n1CCNC(=O)c1ccc(S(=O)(=O)N2CCCCC2)cc1`?
aSyn UTR inh: -3; KLF5 inh: -22; HIF act: 0.0; IEC-6 tox: -5; HSP90 refold inh: 1; Platelet DG rel: -5; HDAC3 inh: -5; AI-2 QS modul: -1; HSF1 inhib: -4; HSF-1 act: -13

How did CC(C)CNC(CC(=O)Nc1cccc([N+](=O)[O-])c1)C(=O)O (centres undefined) do in these assays?
aSyn UTR inh: 9; KLF5 inh: -19; HIF act: -0.2; IEC-6 tox: 1; HSP90 refold inh: -6; Platelet DG rel: -1; HDAC3 inh: -6; AI-2 QS modul: 16; HSF1 inhib: -17; HSF-1 act: -34

How did Cc1ccn2c(Nc3ccc4c(c3)OCO4)c(-c3ccc(O)cc3)nc2c1 do in these assays?
aSyn UTR inh: 2; KLF5 inh: -75; HIF act: -0.1; IEC-6 tox: 0; HSP90 refold inh: -6; Platelet DG rel: 0; HDAC3 inh: -125; AI-2 QS modul: 16; HSF1 inhib: 10; HSF-1 act: -10

What do the screens show for `CC1=CC(C)(C)N=C(NC#N)N1`?
aSyn UTR inh: 0; KLF5 inh: -22; HIF act: -0.6; IEC-6 tox: -1; HSP90 refold inh: 5; Platelet DG rel: 2; HDAC3 inh: 2; AI-2 QS modul: 21; HSF1 inhib: -3; HSF-1 act: 1

How did Oc1cccc2ccc(Nc3ccccn3)nc12 do in these assays?
aSyn UTR inh: 98*; KLF5 inh: 105*; HIF act: -8.0; IEC-6 tox: -3; HSP90 refold inh: -1; Platelet DG rel: 9; HDAC3 inh: -1; AI-2 QS modul: -86*; HSF1 inhib: inconclusive; HSF-1 act: -52
